MITF TRPM1 inh = reduces MITF-dependent TRPM1 promoter luciferase signal. 330,000 compounds, 0.83% hits. inhibition, % at 12.5 µM. AID 488899. SK-MEL-5 TRPM1 promoter luciferase, 24 h;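 active = mean inhibition across replicates of 60% or more, whatever share of single replicates reaches that level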; note: values of inactives mirror those of a sister screen read the other way
Peg3 promoter = reduces Peg3 promoter-driven luciferase expression in HeLa. inhibition, % at 20 µM. 360,000 compounds, 1.7% hits. AID 588405. HeLa PEG-Prom luciferase reporter, luminescence, overnight;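 active = inhibition of at least 50% at 20 µM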
Shn3 inh set2 = inhibitors of Schnurri-3 3'UTR reporter in osteoblasts; AID 588674; inhibition, % at 12.5 µM; 360,000 compounds, 0.52% hits; Clone20 osteoblast Shn3 3'UTR firefly luciferase, 24 h;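 active = mean inhibition of at least 75% with every replicate also reaching 75%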;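 note: 0% = median of neutral control wells and 100% = pilot-screen positive control compound; some compounds past the cut are filed as inactive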
KKLEB tox = reduces viability of KKLEB cystic fibrosis airway cells; KKLEB CF airway cells viability, ATPlite luminescence, overnight; stronger effect = lower value; cells stimulated with P. aeruginosa culture filtrate; activity change (cytotoxicity), % at 5 µM; 360,000 compounds, 0.36% hits;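 active = corrected activity change at or below -50% at 5 µM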
NR2E3 ag-1 = activates human NR2E3 receptor | CHO-S Gal4-NCOR/VP16-NR2E3 two-hybrid, luciferase | AID 602229 | Q9Y5X4 | 360,000 compounds, 0.35% hits | inhibition of corepressor binding, % at 3.98 µM;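 active = inhibition above the mean of all tested compounds plus 3 SD, cut at about 70% in these data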;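 note: 0% = DMSO with NR2E3 transfected cells and 100% = cells lacking NR2E3 construct; higher means lower luciferase signal from less NR2E3 corepressor binding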
Target sequence (Q9Y5X4 whole entry, looked up, the tested form may be a part): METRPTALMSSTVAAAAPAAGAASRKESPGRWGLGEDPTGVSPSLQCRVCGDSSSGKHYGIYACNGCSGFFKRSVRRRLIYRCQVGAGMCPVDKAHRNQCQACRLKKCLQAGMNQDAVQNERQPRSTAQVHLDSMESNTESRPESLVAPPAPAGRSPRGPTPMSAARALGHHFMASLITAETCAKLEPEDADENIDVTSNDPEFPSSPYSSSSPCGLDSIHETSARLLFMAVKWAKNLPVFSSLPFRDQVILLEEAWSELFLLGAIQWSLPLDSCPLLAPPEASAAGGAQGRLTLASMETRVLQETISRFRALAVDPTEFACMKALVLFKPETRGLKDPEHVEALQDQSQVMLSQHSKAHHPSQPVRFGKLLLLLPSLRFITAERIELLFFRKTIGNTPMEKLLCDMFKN
HIF-2a inh = blocks HIF-2a reporter activity. 786-0 RCC cells HIF-2a reporter, luciferase luminescence, overnight. inhibition, % at 18.8 µM. 360,000 compounds, 0.72% hits;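 active = inhibition of the luminescence signal of 40% or more relative to plate controls, in a single-dose primary screen at 18.75 µM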
TWEAK Fn14 block = TWEAK-Fn14 signaling inhibition; inhibition, % at 10 µM; TWEAK-stimulated Fn14 reporter cells, luciferase luminescence, 8 h; 360,000 compounds, 2% hits; in the data active = inhibition above about 50%
NR2E3 ag-2 = NR2E3 (human) agonism. 320,000 compounds, 0.12% hits. inhibition of corepressor binding, % at 4.78 µM. AID 2300. GST-NR2E3/biotin-RetCOR TR-FRET, 1536-well;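 active = percent inhibition above the cutoff of mean plus 3 SD of all tested compounds, set per screening campaign, cut at about 20% in these data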;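 note: 0% = DMSO wells and 100% = biotin wells as full block of FRET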
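Test system – NR2E3–RetCOR corepressor complex · Quantity – NR2E3 fusion 1.35 nM · Buffer or medium – Tris pH 7.5 · Incubation – Compound–protein incubation for 5 h at 4 °C · Technique – TR-FRET, Eu(K)-anti-GST donor, streptavidin-D2 acceptor, ex 340, em 617/671 nm · Evaluation – percent inhibition of 671/617 nm emission ratio versus biotin and DMSO controls · Plate – 1536-well format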
TROY signal inh = TROY signaling inhibition | Q293 LMP1-TROYcd NF-kB luciferase reporter, 4 h | inhibition, % at 10 µM | 360,000 compounds, 0.98% hits | AID 1347056;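 active = compounds whose plate-normalised and pattern-corrected inhibition of the luciferase reporter signal at the single screening dose is 50% or more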
TRAIL sens C8 = sensitizes caspase-8 expressing cells to TRAIL. AID 624354. NB7+C8 cells + TRAIL, ATPlite viability luminescence. inhibition (viability loss, TRAIL sensitization), % at 10 µM. 360,000 compounds, 1% hits;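 active = compounds causing at least 50% loss of cell viability in the single-dose screen, relative to plate controls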
CF NFkB inh = cystic fibrosis NF-kB activation inhibition | 360,000 compounds, 0.86% hits | inhibition, % at 5 µM | KKLEB NF-kB-GFP reporter, PAF-induced, GFP fluorescence overnight;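 active = at least 50% inhibition at 5 µM, scaled per plate between neutral and stimulator controls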;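 note: PAF is a Pseudomonas aeruginosa culture filtrate used as stimulus; plate controls were PAF-stimulated DMSO wells for no effect and unstimulated DMSO wells for full effect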
The depositor's hits bear a star; · = not tested or not shown. The list is partial; count on the stated rates, not on these rows.

SMILES	MITF TRPM1 inh	Peg3 promoter	Shn3 inh set2	KKLEB tox	NR2E3 ag-1	HIF-2a inh	TWEAK Fn14 block	NR2E3 ag-2	TROY signal inh	TRAIL sens C8	CF NFkB inh
O=S1(=O)N=C(Nc2ccc(O)c(CN3CCCCC3)c2)c2ccccc21	5	9	-3	0	3	17	4	3	-6	2	9
COc1ccc(-c2noc(CSc3nc(N)c(-c4ccccc4)c(=O)[nH]3)n2)cc1OC	-1	15	-4	-3	2	-1	27	2	0	3	4
Cc1cc(NC(=O)COC(=O)c2ccccc2Cl)no1	-22	-13	-12	-7	3	-4	-2	·	-8	-16	-11
CNc1cncc(-c2ccc(F)cc2F)n1	·	-65	-10	10	-19	-74	25	·	-31	-2	6
CCCCc1nc2cc(C(=O)N(C)C3CCOCC3)ccc2o1	-83	-283	-144	-4	-111	-300	-22	-1	-24	-3	17
COCCCNC(=O)C[C@H]1C[C@H](C(=O)N2CCCCC2)[C@@]2(C)c3[nH]c4cc(-c5ccco5)ccc4c3CCN2C1=O	-3	-1	10	-12	-15	7	3	·	-3	6	-2
O=C(Nc1nnc(C2CC2)s1)c1ccco1	-21	-77	-6	15	-62	-97	-3	0	-27	0	-11
CCCCOc1ccc(C(=O)NCC(=O)NC2CC2)cc1	-1	-3	10	-5	-11	-8	11	·	-12	-7	-14
O=C(Cc1ccc([N+](=O)[O-])cc1)OCc1c(F)cccc1Cl	0	-1	-1	2	-6	13	-12	0	-44	-6	-30
Cc1ccc(CONC(=O)c2ccccc2)cc1	-70	-204	-56	-5	-113	-251	10	5	-48	10	2
Cc1noc(C(=O)Nc2ccc3c(c2)OCO3)c1Cl	-50	-323	-61	3	-74	-207	-38	4	-74	7	-5
CN(C)C(=S)Nc1ccc2c(c1)OCCO2	15	-3	-1	-1	-14	-32	-20	2	-31	-1	-1
COc1ccc(N2C(=NC(=O)CC3CCCCC3)SC3CS(=O)(=O)CC32)cc1 (stereo not drawn)	-19	2	-9	5	3	5	-6	-5	-15	-21	-4
CC12CCC(=O)N1C(C(=O)NCCN1C(=O)S/C(=C\c3ccccc3F)C1=O)CS2 (stereo not drawn)	-9	-2	2	8	3	3	-19	-3	20	-4	0
O=c1cc(CSc2nnc(COc3cccc4ccccc34)o2)c2ccccc2[nH]1	6	19	17	-8	-11	28	-23	-3	32	-18	26
CCC(=O)c1ccc(OCC(O)Cn2nc(C)c(C(C)=O)c2C)cc1 (stereo not drawn)	1	6	11	0	-8	4	-5	2	-1	2	-11
Nn1c(SC/C=C/c2ccccc2)nnc1-c1cccnc1	10	4	-16	8	-15	-4	0	1	-6	-9	6
Cc1sc2ncn3c(C)nnc3c2c1C	-7	1	6	-1	8	-22	3	0	-12	-12	8
O=C(Nc1nnc(-c2ccncc2)o1)c1ccccc1	0	-1	2	-6	-18	-3	1	-2	-20	-7	11
COc1cccc(NC(=O)C(NC2CCCC2)c2ccccc2)c1 (stereo not drawn)	10	17	10	-1	-9	16	-2	2	-26	-13	2
COCCOC1CCN(C(=O)C2CCC(=O)N(CCc3ccc(OC)cc3)C2)CC1 (stereo not drawn)	-16	-17	-19	2	-20	-5	-5	0	-9	-10	-2
Cc1cccc(-n2cnc(C(=O)O)c2)n1	-9	-1	4	-7	3	7	0	-2	-13	-5	5
COc1cccc(S(=O)(=O)N2CCN(C(=O)c3ccco3)CC2)c1	3	14	6	13	2	17	18	0	7	10	-8
COc1ccc(CN2C[C@H]3CON(C)[C@H]3C[C@H]2c2ccc(-c3ccccc3)cc2)cc1	·	22	28	-4	-10	9	4	·	-6	-12	11
Cc1cc(Cl)cc(C)c1OCCCCCn1ccnc1	·	7	-61	6	4	18	-8	4	5	-7	5
SMILES	MITF TRPM1 inh	Peg3 promoter	Shn3 inh set2	KKLEB tox	NR2E3 ag-1	HIF-2a inh	TWEAK Fn14 block	NR2E3 ag-2	TROY signal inh	TRAIL sens C8	CF NFkB inh
COC(=O)C1=C(N)Oc2cc(C)n(Cc3ccncc3)c(=O)c2C1c1cccnc1 (stereo not drawn)	-2	-13	1	-2	-4	10	6	-3	-9	-23	3
COc1cc(O)c(C(CC(=O)N2CCOCC2)c2ccc3c(c2)OCO3)c(OC)c1 (stereo not drawn)	-4	-4	-17	7	-36	2	-1	3	9	1	-20
O=C(O)Cn1c(P(=O)(O)c2ccccc2)nc2ccccc21	3	-3	7	4	-28	2	2	1	-17	-1	-3
Clc1ccc2[nH]c3c(NCCCN4CCOCC4)ncnc3c2c1	-28	-93	-5	3	-38	-114	-80	2	-36	9	-13
N#CCC(=O)N/N=C/c1cc([N+](=O)[O-])ccc1N1CCCC1	-21	-57	-47	-2	-37	6	-41	0	-39	0	-106
COc1ccc(/C=C2\Cc3ccccc3C2=O)cc1OC	-5	-38	-16	8	-37	-93	-5	·	-66	10	-24
CC(=O)c1cccc(NC(=O)CN2CCN(Cc3ccccc3)CC2)c1	0	12	-30	-1	-8	21	-9	·	20	6	-12
CCOC(=O)C1CCN(C(=O)Cn2cnc3sc(C)c(S(=O)(=O)N4CCC(C)CC4)c3c2=O)CC1	-2	8	-2	-1	6	13	8	-1	1	-11	-28
CCCOc1ccc(CSC2=NCCN2)cc1[N+](=O)[O-]	-14	-6	9	2	-10	6	9	1	17	4	19
Cc1ccc(C(=O)COC(=O)c2ccc3c(c2)C(=O)N(c2cccc4ncccc24)C3=O)cc1C	3	42	10	-20	25	8	-31	1	29	25	21
O=C(Nc1ccccc1F)c1oc2ccccc2c1NC(=O)C1CC1	-18	-33	-8	3	14	-27	-18	0	-27	-18	-3
CCOC(=O)CNc1ncc(C(F)(F)F)cc1Cl	-11	4	-22	3	-71	3	2	5	10	-1	-14
O=C(CN1CCC(NC(=O)c2ccco2)CC1)Nc1ccccc1C(F)(F)F	10	25	1	-6	6	5	-20	1	5	1	10
S=c1[nH]nc(-c2ccco2)n1C1CCCCC1	6	-3	6	4	-19	7	-1	0	-17	-8	9
CC(/C=C/c1ccccc1)=N\NC(=O)CCc1ccccc1	4	-4	-10	-15	3	16	-11	0	-10	-6	6
O=C(Nc1ccc(S(=O)(=O)N2CCOCC2)cc1)C1CCN(S(=O)(=O)c2ccc(F)cc2)CC1	5	10	43	-13	21	22	-1	1	-3	15	24
CCN(CC(=O)Nc1ccc(NC(C)=O)cc1)C(=O)COc1ccccc1-c1ccccc1	-1	24	2	9	18	21	-3	-2	7	-5	-19
O=C(COc1ccc(F)cc1)c1c(O)cc(O)cc1O	-29	-20	·	-13	-12	-87	3	1	-18	-7	4
COc1ccc(CNC(=O)C/C(C)=N/NC(=O)c2ccc([N+](=O)[O-])cc2Cl)cc1	8	2	-3	-2	-4	2	-14	2	7	3	14
COC1=C/C(=C/c2c(O)c(C#N)c3ccccn23)C=CC1=O	2	-100	-39	-16	-34	10	1	-1	12	-18	0
O=S(=O)(Cc1ccccc1)Nn1cnnc1	-7	1	4	17	13	19	-3	-1	15	-17	-8
O=C(O)c1cccc(CSc2nc(-c3ccccc3)cc(C(F)(F)F)n2)c1	6	11	1	10	20	14	13	-1	21	-5	-9
CC(=O)Nc1ccc(S(=O)(=O)NCc2ccc(C(=O)N3CCOCC3)cc2)cc1	13	-4	-4	7	-34	6	-16	0	7	-13	5
COc1ccc(C(=O)N/C(=C\c2cccc3ccccc23)C(=O)N2CCN(C)CC2)cc1OC	4	34	2	-6	-5	18	4	1	16	11	-34
O=S(=O)(/N=C/N1CCOCC1)c1ccc(Cl)cc1	1	-8	0	-1	-27	19	-1	3	-6	-6	0
SMILES	MITF TRPM1 inh	Peg3 promoter	Shn3 inh set2	KKLEB tox	NR2E3 ag-1	HIF-2a inh	TWEAK Fn14 block	NR2E3 ag-2	TROY signal inh	TRAIL sens C8	CF NFkB inh
CC(=O)Nc1ccc(S(=O)(=O)N(C)CC(=O)OCC(=O)N(CC(C)C)C2CCS(=O)(=O)C2)cc1 (stereo not drawn)	7	-7	-26	-5	-21	11	7	-2	-4	-9	0
CCOc1ccccc1NC(=O)Nn1cnnc1	10	22	2	-5	-10	10	-2	-2	-11	-2	12
Cc1ccc(-c2cnc3c(Nc4cccc(OC(F)(F)C(F)F)c4)nccn23)cc1	·	-84	-18	-6	-25	-157	4	·	-8	8	7
Cc1ccc(S(=O)(=O)N(C)C)cc1NC(=O)c1ccncc1	7	5	-1	-9	-14	6	11	-1	0	-4	-6
CCN1CCN(CC(=O)Nc2cc(C(F)(F)F)ccc2OCCOC)CC1	18	8	-8	2	-1	9	-10	6	7	16	-7
Cc1ccccc1-c1n[nH]c(=S)n1Cc1ccccc1	14	0	0	-6	12	16	0	-1	-7	-3	15
COc1ccc(C(CNC(=O)c2cccc(S(=O)(=O)Nc3ccccc3Cl)c2)N2CCOCC2)cc1 (stereo not drawn)	2	14	8	-8	9	-18	39	-1	40	12	21
Cc1cccc(-c2ccc3ncnc(NCc4cccs4)c3c2)c1	43	9	11	-3	8	8	10	2	27	19	11
COc1cccc(OC)c1C(=O)N1CCN(Cc2cccnc2)CC1	10	5	16	-2	-4	13	17	6	5	15	-4
OC1CN=C2Sc3ccccc3N2C1 (stereo not drawn)	8	9	0	5	-3	8	-13	2	8	-14	-8
CCc1ccc(NC(=O)c2cccnc2)cc1	-67	16	-68	-4	-64	5	6	2	-11	11	-2
O=C(Cn1cnc2sc3c(c2c1=O)CCCC3)NCC(=O)Nc1ccccc1F	-7	9	20	2	8	4	-6	5	-15	8	-38
Cc1cccc(OCC(=O)Nc2ccc3c(c2)nc(CCN2CCCCC2)n3C)c1	5	-1	-28	-14	6	11	1	-1	-29	6	22
COC(=O)c1cccc(NC(=O)c2nn(C)c(=O)c3ccccc23)c1	-2	-22	4	-1	-14	-31	14	-4	-18	2	-21
COc1cccc(-c2noc(Cn3nc(C(=O)O)c4ccccc4c3=O)n2)c1	27	-38	-23	-12	-8	-38	-14	-3	10	-2	10
COc1ccc(Br)cc1CN1CCN(C(=O)c2ccc(OC)c(OC)c2)CC1	0	2	-21	-12	-28	13	0	0	1	-6	-12
CCN(Cc1ccccc1)C(=O)COC(=O)Cc1c[nH]c2ccccc12	6	0	-11	-11	-1	21	13	·	-8	-13	16
Nc1cc(Cl)ccc1Oc1ccccc1	-18	-10	-3	5	-18	-12	5	5	-15	6	-4
CCc1nc2c(c(=O)c3ccccc3n2C)c(=O)n1-c1ccc(F)cc1	13	6	-27	10	-30	-15	7	-1	-17	-7	-15

As a short view, two of the compounds above:
SMILES	MITF TRPM1 inh	Peg3 promoter	Shn3 inh set2	KKLEB tox	NR2E3 ag-1	HIF-2a inh	TWEAK Fn14 block	NR2E3 ag-2	TROY signal inh	TRAIL sens C8	CF NFkB inh
CC(=O)Nc1ccc(S(=O)(=O)N(C)CC(=O)OCC(=O)N(CC(C)C)C2CCS(=O)(=O)C2)cc1 (stereo not drawn)	7	-7	-26	-5	-21	11	7	-2	-4	-9	0
CCOc1ccccc1NC(=O)Nn1cnnc1	10	22	2	-5	-10	10	-2	-2	-11	-2	12

Assay outcomes: PubChem BioAssay, several laboratories
